# HePTP inhibitor = inhibitors of human HePTP phosphatase, primary screen, biochemical, absorbance, leukemia target. Tyrosine-protein phosphatase non-receptor type 7 (Homo sapiens), P35236. recombinant HePTP phosphatase activity, OD absorbance. inhibition, % at 20 µM. hit rate 0.64% among 110,000. AID 521, 2006; in the data active means inhibition above about 50%;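 further: plate controls were vehicle for no effect and reference inhibitor for full effect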
# Target sequence (P35236 whole entry, looked up): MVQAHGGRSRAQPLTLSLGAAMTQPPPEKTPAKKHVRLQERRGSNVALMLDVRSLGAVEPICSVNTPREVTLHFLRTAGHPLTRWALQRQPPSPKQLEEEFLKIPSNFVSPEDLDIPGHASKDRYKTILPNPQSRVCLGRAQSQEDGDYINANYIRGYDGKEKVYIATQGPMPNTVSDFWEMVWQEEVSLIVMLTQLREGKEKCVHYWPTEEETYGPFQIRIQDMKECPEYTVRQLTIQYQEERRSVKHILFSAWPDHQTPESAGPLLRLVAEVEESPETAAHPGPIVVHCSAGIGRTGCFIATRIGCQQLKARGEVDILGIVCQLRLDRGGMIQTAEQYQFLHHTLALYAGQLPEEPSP
# BAP1 block = inhibitors of BAP1 deubiquitinase, primary screen, biochemical, Ub-AMC fluorescence, kinetic; recombinant BAP1, Ub-AMC hydrolysis fluorescence kinetic; stronger effect = lower value; activity remaining (% of control), % at 20 µM; hit rate 0.48% among 72,000;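 active means activity remaining at or below 50% of control, provided the compound also passes the data quality filters; inactive means the rest, including low values that fail the filters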;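 further: 100% = DMSO wells rate and 0% = substrate alone blank rate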
# An asterisk follows results filed as active; . = no result given; & = joins results of further samples.
SMILES,HePTP inhibitor,BAP1 block
Cc1c(C2Nc3ccccc3NC3=C2C(=O)CC(C)(C)C3)cnn1C (stereo not drawn),8,132&113
Cc1ccc2[nH]c3c(NCCCN4CCCC4=O)ncnc3c2c1,-4,.
C=CCN1CCN(C(c2cc(OC)ccc2OC)c2nnnn2CC2CCCO2)CC1 (stereo not drawn),-4,133
Cc1ccsc1-c1ncnn1-c1sc2c(c1C#N)CCCC2,-1,.
O=S(=O)(NCc1ccncc1)c1ccc(F)cc1,6,.
O=C(CCn1c(=S)[nH]c2ccccc2c1=O)N1CCOCC1,-2,92
O=C1CN2C(=N1)N(Cc1ccccc1)c1ccccc12,-1,63
CC1(C)OC(=O)C(=CNc2ncccn2)C(=O)O1,3,109
CCOc1cc(C2NC(=O)NC(C)=C2C(=O)OC(C)CC)cc(Br)c1O (stereo not drawn),0,.
CC(=O)N1CCc2cc(C(=O)CN3CCN(c4ccccc4F)CC3)ccc21,1,92
Cc1cc(NC(=O)CSc2nc(-c3ccco3)cc(C(F)(F)F)n2)n(-c2ccccc2)n1,.,133
CCOC(=O)/C=C1\Nc2ccccc2SC1=O,-9,101
CC1CCCN(CC(=O)Nc2ccc(S(=O)(=O)N3CCCCCC3)cc2)C1 (stereo not drawn),5,103
COc1ccc(N2CCN(C(=O)CSc3nnc4nc(C)cc(C)n34)CC2)cc1,1,103
Cc1nn2c3cc(N4CCOCC4)ccc3nc2c2ccccc12,.,99

# Brought forward from above: five entries, then new ones.
SMILES,HePTP inhibitor,BAP1 block
Cc1cc(NC(=O)CSc2nc(-c3ccco3)cc(C(F)(F)F)n2)n(-c2ccccc2)n1,.,133
CCOC(=O)/C=C1\Nc2ccccc2SC1=O,-9,101
CC1CCCN(CC(=O)Nc2ccc(S(=O)(=O)N3CCCCCC3)cc2)C1 (stereo not drawn),5,103
COc1ccc(N2CCN(C(=O)CSc3nnc4nc(C)cc(C)n34)CC2)cc1,1,103
Cc1nn2c3cc(N4CCOCC4)ccc3nc2c2ccccc12,.,99
C/C(CC(O)c1ccc2ccccc2n1)=N\O (stereo not drawn),-2,.
c1nnc2c3c4c(sc3ncn12)CCCC4,7,184
CCC(C)C(=O)N1c2cc(C)ccc2-c2c(ssc2=S)C1(C)C (stereo not drawn),9,.
Cc1cc(C)n(-c2nc3ccccc3nc2N2CCCCCC2)n1,6,103
Cc1csc(NC(=O)c2c(O)c3ccccc3[nH]c2=O)n1,-2,.
O=C(Nc1ccc2oc(-c3ccccc3F)nc2c1)c1cncc(Br)c1,7,61
O=C1c2ccccc2C(=O)c2c1cccc2S(=O)(=O)N1CCOCC1,.,60
COc1c2c(nc3occc13)C(CCC(C)(C)O)(OC)C(O)CC2 (stereo not drawn),8,115
CC1=N/C(=C/c2ccc(OCc3ccc(Cl)cc3)cc2)C(=O)O1,-16,.
Cc1cc(C2N=C(N)Nc3nc4ccccc4n32)c(C)n1-c1ccccc1Cl (stereo not drawn),9,.
COc1ccc(N2CCN(Cc3nc(N)nc(Nc4ccc(C)c(Cl)c4)n3)CC2)cc1,5,100
COc1ccc(S(=O)(=O)N2CCN(C)CC2)c2ccccc12,5,103
CN1CCc2nc(SCC(=O)Nc3ccc(F)cc3)c(C#N)cc2C1,3,137
CN(C)c1ccc2c(c1)OC(N)=C(C#N)C2c1cccc(F)c1 (stereo not drawn),19,67
COc1ccc(C(=O)SC2=NCCS2)cc1,-5,.

# One compound at a time, as listed above:
# Cc1csc(NC(=O)c2c(O)c3ccccc3[nH]c2=O)n1 reads HePTP inhibitor = -2; BAP1 block = .
# COc1ccc(S(=O)(=O)N2CCN(C)CC2)c2ccccc12 reads HePTP inhibitor = 5; BAP1 block = 103
# CCC(C)C(=O)N1c2cc(C)ccc2-c2c(ssc2=S)C1(C)C (stereo not drawn) reads HePTP inhibitor = 9; BAP1 block = .

# Carrying on.
SMILES,HePTP inhibitor,BAP1 block
CCOC(=O)C1CCCN(C(=O)C2CCN(S(=O)(=O)N3CCC4(CC3)OCCO4)CC2)C1 (stereo not drawn),-7,88
CCCn1nnc2sc3c(c2c1=O)CCC(C)C3 (stereo not drawn),9,72
Cc1cc(C)n(-c2nc3ccccc3c3nc(C)nn23)n1,-3,88
O=C(CNCc1ccco1)Nc1ccccc1-n1cccc1,8,105
CCc1ccc(CN2CCN(C(=O)c3ccco3)CC2)cc1,3,.
Cc1cc(C)nc(NS(=O)(=O)c2ccc(NC(=O)CSc3nc(C)cc(C)n3)cc2)n1,2,.
Cc1nc2c(C(=O)NCCC3=CCCCC3)c[nH]n2c(=O)c1Cl,6,74
Cc1ccc(C(c2nnnn2CCC(C)C)N2CCN(C)CC2)cc1 (stereo not drawn),11,103
C=CCNc1nc(NC(C)(C)CO)nc(OCC)n1,-1,85
Cc1nnc2n(-c3ccccc3)c(=O)c3c4c(sc3n12)CC(C)CC4 (stereo not drawn),6,90
C=CCN1C(=O)/C(=C\c2ccc(-c3ccc(F)cc3)o2)C(=O)NC1=S,62*,.
CCN(CC)CCC(=O)NC(C)(C)Cc1ccc(O)cc1,6,84
CCOC(=O)CN1CC23C=CC(O2)C(C(=O)NC2CCCCCC2)C3C1=O (stereo not drawn),-8,96
Cc1nc(Cc2nnc(SCc3nc(N)nc(Nc4ccccc4C)n3)o2)cs1,0,.
CC(=O)c1c(C(C)=O)c(C)n(NC(=O)c2ccccc2O)c1C,-1,98
COc1ccc(-c2cc(C(F)(F)F)n3nc(-c4ccccc4)cc3n2)cc1,4,.
CCOC(=O)C1=C(C)N=c2s/c(=C\c3cc(OC)ccc3OC)c(=O)n2C1c1ccc(OC)c(OC)c1 (stereo not drawn),2,.
Cc1ccc(C(=O)CCNc2ccc(F)cc2)o1,9,.
CCn1cc(C(=O)Nc2cc3c(cc2NC(C)=O)OCCO3)c(=O)c2ccc(C)nc21,4,102
Cc1ccc(-c2noc(CCC(=O)NCc3ccc4c(c3)OCO4)n2)cc1,7,107
Cc1ccc(-c2cc(C(F)(F)F)n3ncnc3n2)cc1,-9,.
O=[N+]([O-])c1ccc(S(=O)(=O)N/N=C/c2ccc3c(c2)OCO3)cc1,-13,.
CCOC(=O)c1ccc(Oc2nc(NC)nc(OC)n2)cc1,6,103
CCCC1C(C#N)=C(N)Oc2cc(C)n(C)c(=O)c21 (stereo not drawn),-1,97
COC(=O)c1cccc(NC(=O)CSc2nc(C)cc(=O)[nH]2)c1,14,58
COc1ccccc1C1CC(=O)NC(SCc2ccccc2)=C1C#N (stereo not drawn),11,.
O=C(NN=C1CCCC1)C(O)(c1ccccc1)c1ccccc1,6,.
COc1cccc(-c2cc(C(=O)Nc3cc(OC)c(OC)c(OC)c3)no2)c1,22,96
CCOC(=O)N1CCN(S(=O)(=O)c2cccc3ccc(C)nc23)CC1,8,84
O=C1/C(=C/c2ccc(I)o2)SC(=S)N1c1cccc(C(F)(F)F)c1,-7,.
CCOC(=O)c1ccc(N2NC(=O)/C(=C/c3ccc(Cl)c([N+](=O)[O-])c3)C2=O)cc1,10,.
Cc1cc2c(cc1Br)NC(=O)C2=O,11,.
COc1ccc(OC)c(C2=Nn3c(nnc3C3CCCCC3)SC2)c1,13,121
COc1ccc(C2N(c3ccc(OC)cc3)C(=O)C3CCCN32)cc1 (stereo not drawn),2,100
Cc1nn(-c2ccccc2)c2sc(-c3n[nH]c(=S)o3)cc12,10,54
O=S(=O)(c1ccc(Br)cc1)N1CCN(c2ccccc2Cl)CC1,0,.
CC(C)Oc1nnc(-c2ccccc2)c2ccccc12,-2,.
CC1=C(C(=O)Nc2ccc(Br)cc2)C(c2ccc(O)cc2)NC(=S)N1 (stereo not drawn),-19,.
CCOc1ccccc1-c1nc(=S)[nH][nH]1,4,.
Cc1ccc(C(=O)Nc2ccccc2C(=O)N2CCC(Cc3ccccc3)CC2)cc1,4,.
COC(=O)c1ccc(CSc2nc3c(c(=O)n2-c2ccccc2)SCC3)o1,-2,75
O=C(COc1ccc(Cl)cc1)Nc1ccc(F)c([N+](=O)[O-])c1,10,.
CC12OC3(CCCCC3)C(C)(OC13CCCCC3)O2,-14,.
COC(=O)c1ccc(OCCn2cnc3ccccc3c2=O)cc1,8,71
O=C(Nc1ccc2c(c1)OCO2)C(c1ccccc1)N1CCN(C(=O)c2ccco2)CC1 (stereo not drawn),11,97
COc1ccc(NCc2nnc(SCC#N)n2-c2ccccc2OC)cc1,3,102
CC(=O)c1cccc(-n2nnnc2SCC(=O)Nc2cccc(NC(=O)c3ccco3)c2)c1,6,91
O=C(Nc1ccc(O)c(-c2nc3ccccc3s2)c1)c1cc2ccccc2o1,6,.
O=C(Nc1ccccc1C(F)(F)F)c1cc(S(=O)(=O)N2CCC3(CC2)OCCO3)ccc1F,3,94
O=C(c1ccc(COc2ccccc2Cl)o1)N1CCN(Cc2ccc3c(c2)OCO3)CC1,2,100
CCOc1ccccc1C(=O)Nc1ccccc1F,.,66
COc1cc(F)ccc1S(=O)(=O)n1cnc2cc([N+](=O)[O-])ccc21,-6,.
CC(=O)N1CCN(c2ccc(NC(=O)c3cccc(Br)c3)cc2)CC1,-10,.
COc1ccc(NC(=O)CN2CCN(S(=O)(=O)c3ccc(C(C)C)cc3)CC2)cc1OC,7,111
CCc1ccc(N2C(=O)/C(=C/c3ccc(I)o3)C(=O)NC2=S)cc1,105*,.
CC(C)C(=O)O/N=C(\N)c1ccncc1,4,.
c1ccc(Cn2ncc3c(N4CCCCC4)ncnc32)cc1,-2,101
CC(C)(CO)NC(=O)C(c1ccccc1)c1ccccc1,1,107
COC(=O)c1c(NC(=O)c2cccc(F)c2)sc(C)c1C,-6,.
COc1ccc(N2C(=O)/C(=C\c3ccc(O)c([N+](=O)[O-])c3)SC2=S)cc1,-1,.

# HePTP inhibitor: hit marks shown above
SMILES,HePTP inhibitor,BAP1 block
C=CCN1C(=O)/C(=C\c2ccc(-c3ccc(F)cc3)o2)C(=O)NC1=S,62*,.
CCc1ccc(N2C(=O)/C(=C/c3ccc(I)o3)C(=O)NC2=S)cc1,105*,.

# Other results:
SMILES,HePTP inhibitor,BAP1 block
CC(=O)Oc1ccc2occ(C(=O)c3ccc(C)cc3)c2c1,-7,.
COc1ccccc1C1C(C(=O)c2sc(C)nc2C)=C(O)C(=O)N1CCN1CCOCC1 (stereo not drawn),7,91
CCN(CC)S(=O)(=O)c1cccc(C(=O)Nc2cc(C)nn2-c2nc(C)cc(C)n2)c1,14,149
Cc1ccc(S(=O)(=O)c2cccc(S(=O)(=O)N3CCCC3)c2)cc1S(=O)(=O)N1CCCC1,8,.
COc1ccc(S(=O)(=O)NC(C)C(=O)Nc2ccccc2F)cc1 (stereo not drawn),7,81
CCOCCn1c(SCC)nc2c1c(=O)[nH]c(=O)n2C,8,107
CCC(C)(C)n1nnnc1C(c1cc2cc(OC)ccc2[nH]c1=O)N1CCc2ccccc21 (stereo not drawn),-1,54
O=C1OC(c2ccccc2Br)=N/C1=C\c1cccs1,9,.
O=C(Nc1ccon1)c1cc(-c2ccccc2)nc2ccccc12,4,117
COc1ccc(/C=C/C(=O)C(C)(C)O)cc1,-4,.
CN(C)c1cc(N/N=C/c2ccccc2O)nc(N(C)C)n1,-10,.
Cc1ccc(-c2nn(C)c(=O)c3ccccc23)cc1S(=O)(=O)N1CCCC1,14,99
Cc1ccc(Cl)c2c1NC(=O)C2(O)CC(=O)c1ccccc1O (stereo not drawn),7,78
Cc1sc(NC(=O)c2oc3ccccc3c2C)c(C#N)c1C,0,.
CC(C)(C)c1ccccc1OCC(O)CN1CCN(Cc2ccccc2)CC1 (stereo not drawn),-14,.
COc1ccccc1-c1coc2cc(O)cc(O)c2c1=O,-4,92
COCCn1c(SCC(N)=O)nnc1-c1c[nH]c2ccccc12,2,95
Cc1cc(C)n2c(SCCN3C(=O)c4ccccc4C3=O)nnc2n1,8,95
O=C(CSc1nnnn1-c1ccccc1)Nc1ccc([N+](=O)[O-])cc1,-13,.
COC(=O)c1sc(N2C(=O)C(O)=C(C(=O)c3ccc(C)o3)C2c2ccc(F)cc2)nc1C (stereo not drawn),3,62
O=C(Nc1nc2ccccc2s1)c1ccc(Oc2ccc([N+](=O)[O-])cc2)cc1,11,.
Cn1c(=O)n(C)c2cc(S(=O)(=O)NCc3ccco3)ccc21,0,104
N/C(=N\OC(=O)Cc1ccc(-c2ccccc2)cc1)c1ccccn1,-10,.
O=C1C(=O)N(c2ccccc2Br)C(=O)N1c1cccc(Cl)c1,-15,.
CCC12CC3CC(C1)CC(C(=O)N/N=C1/CN4CCC1CC4)(C3)C2,-9,.
CN(C)C(=O)Nc1cnc2ccccc2c1,7,95
O=C(Cc1ccccc1)Nc1ccc(-c2nnc(-c3ccco3)o2)cc1,15&3,.

# Rows are unselected. Share with any hit: about 0.91%.
